NOD1 inhibition: NOD1 signaling inhibitors, primary screen, cell-based, luminescence, uHTS (AID 1578). NOD1-driven NF-kB luciferase reporter cells, luminescence; higher % means a stronger effect. inhibition, % at 4 µM, or EC50 in µM where a hit was titrated. 290,000 tested, 1% active; in the data active means inhibition mostly above about 36%, no sharp cut-off; inactive means mostly below about 34%;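 further: HEK-293T reporter cells stimulated with the NOD1 agonist gamma-tri-DAP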
KOR beta-arrestin-1: kappa opioid receptor activators – cell-based, luminescence, uHTS, primary screen (AID 1777) | KOR beta-arrestin recruitment, luminescence; higher % means a stronger effect | activation, % at 10 µM; hits with a dose series show EC50 in µM | 280,000 tested, 0.02% active; in the data active means activation above about 50%, passing the limit was not always enough; further: a part of the inactive calls stands beside numbers as strong as those of hits
NOD2 inhibition: NOD2 signaling inhibitors, cell-based, luminescence, uHTS, HEK293 (AID 1566) | inhibition, % at 4 µM, or EC50 in µM where a hit was titrated | HEK293 NOD2/NF-kB luciferase reporter, luminescence; higher % means a stronger effect | 290,000 tested, 0.63% active; further: many of its hits are not listed in these tables
Myeloid diff MLP: promotes myeloid progenitor differentiation | ER-HoxA9 myeloid progenitors, lysozyme-GFP differentiation, flow cytometry | calls only at 10 µM | 360,000 tested, 1% active | AID 624256;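 active means normalized GFP-positive differentiation at or above the plate's own cutoff, the solvent-only control mean plus 3 SD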;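 further: cells exposed to compound for four days before flow analysis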
HIV fusion peptide: inhibitors of HIV fusion peptide binding, primary screen, biochemical, uHTS, fluorescence dequenching (AID 1986); cell-free peptide binding, fluorescence dequenching, 30 min; higher % means a stronger effect; inhibition, % at 20 µM; hits with a dose series show IC50 in µM; 290,000 tested, 0.3% active; in the data active means inhibition mostly above about 52%, no sharp cut-off; inactive means mostly below about 76%; further: some results filed as inactive read as strong as hits
KOR beta-arrestin-2: KOR antagonists, beta-arrestin recruitment, cell-based, luminescence, uHTS (AID 1778); KOR beta-arrestin recruitment, luminescence, antagonist mode; higher % means a stronger effect; inhibition, % at 10 µM, or IC50 in µM where a hit was titrated; 290,000 tested, 0.091% active; further: strong numbers were not always called active
LYP inhibition: PTPN22 lymphoid phosphatase activity blockers – biochemical, fluorescence intensity, uHTS (AID 1779) | 290,000 tested, 0.054% active | recombinant LYP phosphatase, fluorescence intensity; higher % means a stronger effect | inhibition, % at 11.5 µM, or IC50 in µM where a hit was titrated;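 further: plate controls were vehicle with enzyme for no effect and no enzyme for full effect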
PhoP inhibition: PhoP-dependent GFP reporter repression – Salmonella Typhimurium, primary screen (AID 1863); S. Typhimurium PhoP-regulated promoter GFP reporter, 4 h; higher % means a stronger effect; one-dose inhibition, % at 50 µM; IC50 in µM for titrated hits; 300,000 tested, 0.16% active;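 active means inhibition over 29.93%, a cutoff 3 SD above the screen mean, later confirmed by dose response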;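 further: 0% = low Mg2+ inducing control and 100% = high Mg2+ repressing control; strong numbers were not always called active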
SIAH1 antagonists: Siah-1 peptide-binding antagonists, primary screen, biochemical, fluorescence polarization, rhodamine-plectin, uHTS (AID 1817); displacement, % at 20 µM; hits with a dose series show IC50 in µM; Siah-1 / rhodamine-plectin peptide fluorescence polarization; higher % means a stronger effect; 290,000 tested, 0.02% active;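 active means displacement of at least 50% at 20 µM, with a fluorescence ratio check between 0.3 and a set limit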;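 further: plate controls were Siah plus tracer with DMSO for no effect and tracer alone without Siah for full effect; strong numbers were not always called active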
Myeloid diff MLP GFP+ MAC1+ %: recorded beside Myeloid diff MLP, whose call it bears; GFP+ MAC1+ double positive, %; measured here: differentiation confirmed by MAC1 staining
An asterisk follows results filed as active; i = inactive; . = no result given; + = active, no number; [ ] = dose if it differs, or a comment. Unless noted, no stated cut-off is given here; in the data, active means inhibition above about 50%; inactive means the rest. A portion of the library, so the mix of outcomes need not match the whole.

Keys: A = NOD1 inhibition; B = KOR beta-arrestin-1; C = NOD2 inhibition; D = Myeloid diff MLP; E = Myeloid diff MLP GFP+ MAC1+ %; F = HIV fusion peptide; G = KOR beta-arrestin-2; H = LYP inhibition; I = PhoP inhibition; J = SIAH1 antagonists
O=C(N/N=C/c1ccc([N+](=O)[O-])o1)c1cc(-c2ccncc2)nc2ccccc12
  A: 36% | B: 1.6% | C: -26% | D: i | E: 2.4 | F: 58% | G: -1% | H: 6% | I: -14% | J: 5%
COc1ccc(Cl)cc1S(=O)(=O)Nc1ccc2c(c1)n(C)c(=O)n2C
  A: 22% | B: -2.9% | C: 23% | D: i | E: 0.3 | F: 0.5% | G: -27% | H: -14% | I: 0% | J: -4%
CCCOc1ccc(-c2c(C(=O)N/N=C/c3ccncc3)nnn2-c2nonc2N)cc1
  A: -10% | B: -3.8% | C: 16% | D: i | E: 0.8 | F: -0.9% | G: -18% | H: -6% | I: 4% | J: 0%
CC(Sc1nnc(CC(C)c2ccccc2)n1N)C(N)=O (stereo not drawn)
  A: 9% | B: 0.4% | C: 7% | D: i | E: 0.8 | F: -2.1% | G: 21% | H: -12% | I: -7% | J: -5%
CC1CCN(S(=O)(=O)c2cn(C)c(=O)n(C)c2=O)CC1
  A: 3% | B: -0.5% | C: 9% | D: i | E: 1.5 | F: -0.2% | G: 0% | H: -6% | I: 6% | J: 0%
COc1ccc(Nc2nc(-c3cccs3)nc3ccccc23)cc1
  A: 4% | B: 0.8% | C: 25% | D: i | E: 0.4 | F: -0.3% | G: . | H: -2% | I: 8% | J: -8%
O=C(Nc1ccccc1)N1N=C(c2ccc(F)cc2)CC1c1ccc(F)cc1 (stereo not drawn)
  A: -16% | B: 14% | C: 10% | D: i | E: 0.6 | F: 2.9% | G: -11% | H: 2% | I: 6% | J: 8%
CCn1c(SCC(=O)Nc2cc(C)on2)nnc1-c1ccccc1
  A: -15% | B: -5.5% | C: 16% | D: i | E: 0.3 | F: -0.7% | G: 16% | H: -6% | I: 5% | J: -9%
Cc1ccnc(NC(=O)c2ccc(COc3ccc(Cl)cc3)o2)c1
  A: -38% | B: -5.8% | C: -7% | D: i | E: 1.1 | F: 5.5% | G: -24% | H: 3% | I: -15% | J: -2%
COCC(=O)Nc1nc2n(n1)C(c1ccccc1)CC(c1ccc(OC)cc1)N2 (stereo not drawn)
  A: -3% | B: -6.9% | C: -3% | D: i | E: 5.3 | F: 0.8% | G: 18% | H: -7% | I: -4% | J: 0%
CCCOc1ccc(N2C(=O)CC(SCC(N)C(=O)OCC)C2=O)cc1 (stereo not drawn)
  A: 4% | B: -1.0% | C: 6% | D: i | E: 0.5 | F: -1.5% | G: 28% | H: -9% | I: -7% | J: 0%
C=CCN1C(=O)/C(=C\C=C2\N(C)c3ccccc3C2(C)C)SC1=S
  A: -22% | B: -3.7% | C: 1% | D: + | E: 12* | F: 55%* | G: 3% | H: -6% | I: 4% | J: -7%
COc1cccc(-c2cc(C(=O)Nc3c(C)nn(Cc4ccccc4)c3C)no2)c1
  A: 32% | B: -3.7% | C: 16% | D: i | E: 8.0 | F: -3.4% | G: 14% | H: -1% | I: 8% | J: -1%
Cc1cccc(-c2nnc(-c3cccc(NC(=O)Cc4cccs4)c3)o2)c1
  A: 20% | B: 4.8% | C: -73% | D: i | E: 6.0 | F: 0.8% | G: -18% | H: -3% | I: 1% | J: 3%
CCCCn1c(CNC(C)=O)nc2ccccc21
  A: -1% | B: -4.5% | C: 6% | D: i | E: 0.8 | F: 0.9% | G: -23% | H: -3% | I: 5% | J: -4%
O=C(NCCN1CCOCC1)c1ccccc1Cl
  A: -18% | B: -3.2% | C: -19% | D: i | E: 0.2 | F: 1.3% | G: -13%[20 µM] | H: -3% | I: 4% | J: 0%
Cc1cc(C)nc(NS(=O)(=O)c2ccc(N=NN(C)C)cc2)n1
  A: -25% | B: 0.0% | C: 11% | D: i | E: 0.5 | F: 2.2% | G: -78%[20 µM] | H: 0% | I: -8% | J: 0%
CCc1ccc(NC(=O)CCc2nnc3ccc(N4CCCC4)nn23)cc1
  A: -17% | B: -0.4% | C: 13% | D: i | E: 1.6 | F: -0.2% | G: -6% | H: -14% | I: 1% | J: -2%
O=S1(=O)CCO[C@H]2Cc3ccccc3[C@H]2N1Cc1cccc(Cl)c1
  A: -9% | B: -2.3% | C: 1% | D: i | E: 1.5 | F: 0.6% | G: -13%[20 µM] | H: -14% | I: 8% | J: 2%
Cc1ccccc1CN(c1ccc(C(=O)NCCC2=CCCCC2)cc1)S(C)(=O)=O
  A: 26% | B: -1.7% | C: 21% | D: i | E: 0.6 | F: 0.7% | G: 4% | H: -7% | I: 29% | J: -2%
COCc1ccc(C(=O)Nc2ccc(C(=O)O)cc2)o1
  A: -8% | B: 3.2% | C: 14% | D: i | E: 0.3 | F: 1.6% | G: 4% | H: -5% | I: -7% | J: 1%
CN(C(=O)CC1C(=O)NCCN1Cc1cccc(F)c1F)C1CCOCC1 (stereo not drawn)
  A: -24% | B: 0.5% | C: -5% | D: i | E: 0.5 | F: 2.5% | G: 14% | H: -11% | I: -5% | J: 12%
CCOC(=O)C1(CCOc2ccccc2)CCN(Cc2ccc(OCCO)cc2)CC1
  A: 9% | B: 4.9% | C: -16% | D: i | E: 1.0 | F: -0.9% | G: -19% | H: -4% | I: 6% | J: 0%
COc1cc(S(N)(=O)=O)c(OC)cc1N
  A: -5% | B: -0.9% | C: 15% | D: i | E: 0.1 | F: 0.6% | G: 19% | H: -8% | I: 3% | J: 1%
CCOc1ccc(NC(=O)c2cccc3c2C(=O)N(CCOC)C3)cc1
  A: -33% | B: -2.5% | C: -30% | D: i | E: 0.6 | F: -1.7% | G: 15% | H: -7% | I: -8% | J: 5%
COc1ccccc1N1CCN(CC(=O)N(CC(C)C)c2c(N)n(CC(C)C)c(=O)[nH]c2=O)CC1
  A: 3% | B: -2.7% | C: 4% | D: i | E: 0.9 | F: -1.4% | G: 14% | H: -6% | I: -7% | J: 4%
Cc1ccc2oc(=O)c3cnn(CC(=O)N4CCN(c5ccccn5)CC4)c3c2c1
  A: -23% | B: -0.1% | C: 7% | D: i | E: 4.2 | F: -2.7% | G: 0% | H: -3% | I: 5% | J: -1%
COc1ccc(/C=C/C(=O)c2nc3ccccc3n2CC(=O)c2ccc(OC)cc2)cc1
  A: -1% | B: 0.1% | C: -86% | D: i | E: 3.2 | F: 1.6% | G: 2% | H: -4% | I: 12% | J: 1%
NC(=O)c1cc(S(=O)(=O)Nc2ccccc2)cs1
  A: -7% | B: -1.6% | C: 0% | D: i | E: 0.5 | F: 0.2% | G: 14% | H: -1% | I: -2% | J: 3%
CCOc1ccccc1C(=O)Nc1nnc(SCC(=O)N2CCOCC2)s1
  A: -6% | B: 1.4% | C: 4% | D: i | E: 0.6 | F: -2.9% | G: -21% | H: -4% | I: 7% | J: 22%
CC(Cc1cccnc1)NC(=O)c1cc(COc2ccc(F)cc2Cl)on1 (stereo not drawn)
  A: 6% | B: -6.2% | C: 4% | D: i | E: 0.9 | F: -1.7% | G: 34% | H: -1% | I: 4% | J: -7%
N#Cc1c(Nc2ccccc2Cl)s[nH]c1=O
  A: 5% | B: 6.0% | C: -5% | D: i | E: 0.6 | F: -0.2% | G: 17% | H: -6% | I: -17% | J: -6%
COC(=O)C1=C2SC(C)C(=O)N2C(N)=C(C#N)C1c1ccc(OC)c(OC)c1 (stereo not drawn)
  A: 0% | B: -4.0% | C: 5% | D: i | E: 0.7 | F: -3.9% | G: -13% | H: -5% | I: -3% | J: 0%
NNC(=O)c1csc(-c2ccccc2)n1
  A: -14% | B: 2.1% | C: 10% | D: + | E: 1.3* | F: -0.7% | G: 2% | H: -6% | I: 1% | J: -3%
CCOc1cccc(SCc2noc(C(=O)NCCOC)c2C(=O)O)c1
  A: -10% | B: -4.6% | C: -10% | D: i | E: 1.2 | F: 0.7% | G: 6% | H: -11% | I: 1% | J: -6%
CC(C)c1ccc(OCC(=O)Nc2ccc(S(=O)(=O)Nc3ccccn3)cc2)cc1
  A: 7% | B: -2.2% | C: 20% | D: i | E: 0.3 | F: -0.7% | G: 30% | H: -3% | I: -2% | J: 8%
CCOC(=O)c1c(NC(=O)c2c(Br)cnn2CC)sc(C)c1C
  A: -18% | B: -2.9% | C: 5% | D: i | E: 1.0 | F: 1.2% | G: 9% | H: -5% | I: -4% | J: 1%
COc1ccc(OC)c(NC(=O)CSc2ccc3ccccc3c2)c1
  A: 18% | B: 4.4% | C: 14% | D: i | E: 0.5 | F: 1.6% | G: -48% | H: 3% | I: 3% | J: -1%
CC[C@H](C)[C@H](NC(N)=O)C(=O)Nc1ccc(S(=O)(=O)NC(C)C)cc1
  A: 0% | B: -0.6% | C: 19% | D: i | E: 0.6 | F: 0.9% | G: 26% | H: -5% | I: -6% | J: 16%
O=C1CSC(=S)N1c1ccc(Cl)c(Cl)c1
  A: 1% | B: 8.2% | C: 3% | D: i | E: 0.8 | F: 0.5% | G: -10% | H: -10% | I: 9% | J: -8%
Cc1nnsc1NC(=O)OCc1ccccc1Cl
  A: 14% | B: 3.1% | C: 8% | D: i | E: 1.0 | F: -1.8% | G: -1% | H: -7% | I: -3% | J: -1%
COc1ccc(-n2c(C)cc(C3=NNC(=NC4CC4)SC3)c2C)cc1
  A: -8% | B: 5.8% | C: -16% | D: i | E: 0.6 | F: 3.1% | G: -32% | H: -8% | I: 6% | J: -14%
Cc1ccnc(NCc2ccccc2O)c1
  A: -20% | B: -3.2% | C: 8% | D: i | E: 0.7 | F: -1.3% | G: -45%[20 µM] | H: -9% | I: 10% | J: 14%
CCCCn1c(O)c(C(CC)=Nc2ccc3c(c2)CCC3)c(=O)[nH]c1=O
  A: 7% | B: 6.7% | C: 15% | D: i | E: 0.9 | F: 2.3% | G: -3% | H: 1% | I: 31% | J: 4%
COc1ccc(C2/C=C\CN(C(=O)Nc3ccccc3-c3ccccc3)CC(=O)N2Cc2ccc(F)cc2)cc1 (stereo not drawn)
  A: 7% | B: 1.7% | C: -11% | D: i | E: 0.8 | F: -1.6% | G: 36% | H: 6% | I: 0% | J: -1%
Cc1cccc(NC(=O)CSc2nnc(-c3cc(C)[nH]n3)n2N)c1
  A: -19% | B: -2.7% | C: 3% | D: i | E: 1.8 | F: 1.7% | G: 17% | H: -4% | I: -10% | J: 3%
CCc1ccc(-c2nc(CSCC(=O)NCc3ccco3)c(C)o2)cc1
  A: 33% | B: -2.7% | C: 50%* | D: i | E: 0.2 | F: 2.0% | G: 10% | H: -6% | I: -7% | J: -2%
Cn1ncc(Cl)c1C(=O)N1CCOCC1
  A: -20% | B: 1.6% | C: 15% | D: i | E: 0.0 | F: 0.7% | G: -24% | H: 0% | I: -3% | J: 8%

In a second layout: entries from further up.
Compound	NOD1 inhibition	KOR beta-arrestin-1	NOD2 inhibition	Myeloid diff MLP	Myeloid diff MLP GFP+ MAC1+ %	HIV fusion peptide	KOR beta-arrestin-2	LYP inhibition	PhoP inhibition	SIAH1 antagonists
COc1ccc(C2/C=C\CN(C(=O)Nc3ccccc3-c3ccccc3)CC(=O)N2Cc2ccc(F)cc2)cc1 (stereo not drawn)	7%	1.7%	-11%	i	0.8	-1.6%	36%	6%	0%	-1%
Cc1cccc(NC(=O)CSc2nnc(-c3cc(C)[nH]n3)n2N)c1	-19%	-2.7%	3%	i	1.8	1.7%	17%	-4%	-10%	3%

High-throughput results as filed in PubChem.
